GSIS activator: GLuc luminescence reporter in INS-1E cells, primary screen for activators of glucose-dependent secretion of insulin. activation, % at 16.6 µM. AID 743287. 370,000 compounds, 0.61% hits. INS-1E GLuc reporter insulin secretion, 2-3 h;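 active = lowest replicate activation of at least 40%, so every replicate reaches that level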;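 note: 0% = median of neutral control wells and 100% = median of IBMX positive control wells; some compounds called inactive have numbers as strong as hits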
Active calls of the source: *.

SMILES | GSIS activator
Cc1cc(N2CCOCC2)nc2ccccc12 | 3
O=C(c1ccccc1S(=O)(=O)NCC(O)COc1ccc([N+](=O)[O-])cc1)N1CCCCC1 (configuration not stated) | -29
O=C(Nc1ccccc1)N1CC(=O)N2[C@H](C1)[C@H](c1ccc(-c3ccc(F)cc3)cc1)[C@@H]2CO | -13
CCC(=O)N1CCC2(CC1)CN(CC1CCCCC1)[C@H](CO)c1c2c2ccc(OC)cc2n1C | -13
Cc1ccc(Oc2ccc(OCC(=O)NC(C)C(=O)O)cc2)cc1 (configuration not stated) | 10
CCOc1ccccc1NC(=O)c1c(Br)cnn1C | 10
CCS(=O)(=O)N1CCC(C(=O)NCCC2=CCCCC2)CC1 | 7
Cn1ccnc1SCC(=O)Nc1cc(C(F)(F)F)ccc1N1CCOCC1 | 13
O=C(C1CCN(S(=O)(=O)N2CCOCC2)CC1)N1CCN(Cc2ccc3c(c2)OCO3)CC1 | 2
COC(=O)c1ccccc1NC(=O)c1noc2c1CCC2 | -6
COc1ccc2c3c(n(C)c2c1)[C@@H](CO)N(Cc1ccccc1F)CC31CCN(C(C)=O)CC1 | 0
Cc1cccc(NS(=O)(=O)c2cc(C(=O)N3CCN(C)CC3)ccc2C)c1 | -10
O=C(NCCO)c1cccc2c1C(=O)c1ccccc1-2 | 8
CCCCCCSc1nc(O)c(C2OC(=O)c3c2ccc(OC)c3OC)c(=O)n1-c1ccccc1 (configuration not stated) | -41
Cc1nnc2n1NC(c1ccc(Cl)cc1)C(C(=O)N1CCC(C)CC1)S2 (configuration not stated) | 14
COc1ccc(-c2csc(N3CCC(C(N)=O)(N4CCCCC4)CC3)n2)cc1 | -15
C[C@@H]1CN([C@H](C)CO)C(=O)Cc2cc(NC(=O)Nc3ccccc3)ccc2O[C@@H]1CN(C)CC1CC1 | -3
CC1CC(C)CN(c2nc(NCc3ccco3)nc(N)c2[N+](=O)[O-])C1 (configuration not stated) | -37
COc1cccc(NC(=O)CCc2nc(-c3ccccc3F)no2)c1 | -9
O=C1NC2C(NC(=O)N2C2CCCCC2)N1C1CCCCC1 (configuration not stated) | 2
O=C(NCN1C(=O)C2C3C=CC(C3)C2C1=O)Nc1cccnc1 (configuration not stated) | 23
Cc1ccccc1NC(=O)/C(=C/c1ccccc1)c1ccccc1 | 14
Cc1cccc(C(=O)Nc2cccc(OC(=O)c3cccc(C)c3)c2)c1 | -1
NC1=NS(=O)(=O)NC1c1cccc(Cl)c1 (configuration not stated) | 6
CCOC(=O)c1sc(=S)sc1SCc1cccc(C(F)(F)F)c1 | -2
More compounds
SMILES | GSIS activator
COc1ccc(/C=N/NC(=O)c2ccc3c(c2)OCCO3)cc1[N+](=O)[O-] | 9
Cc1ccc(/C=N/NC(=O)C2CC(=O)N(c3ccccc3)C2)s1 (configuration not stated) | 10
CC(C)CC#Cc1ccc([C@@H]2[C@@H](CO)N3C(=O)CN(C(=O)NC(C)C)C[C@H]23)cc1 | -3
CCOc1cc(/C=C(\C#N)c2nc(-c3cccs3)c(NC(C)=O)s2)ccc1O | -31
CC(C)C#Cc1ccc([C@H]2[C@@H](CO)N3C(=O)CN(C(=O)Cc4cccnc4)C[C@@H]23)cc1 | -2
CC1(C)Cc2c(sc3nc4n(c(=O)c23)CCC4)CO1 | 4
Cc1cc(C)cc(OCC(=O)NNC(=O)CCC(=O)NCc2ccccc2)c1 | 2
COC(=O)c1cccc(NC(=S)Nc2cccc(Cl)c2Cl)c1 | -1
COC(=O)C1=C(N)Oc2cc(C)n(CC3CCCO3)c(=O)c2C1c1ccc(Cl)c(Cl)c1 (configuration not stated) | -36
Cc1cccc2c1N(CCOc1ccccc1Cl)C(=O)C2=O | -20
NC(=O)C1CCN(c2nc(C3CC3)nc3c2nnn3Cc2ccccc2)CC1 | 16
COc1ccc(N2CCN(c3oc(COc4ccc(Cl)cc4Cl)nc3C#N)CC2)cc1 | -25
CCc1c(C)nc(N)nc1OCC(F)(F)C(F)F | -9
CC(=O)c1ccccc1OC(=O)c1ccco1 | 12
CCOc1cc(C(=O)N/N=C/C(Br)=C/c2ccccc2)cc(OCC)c1OCC | -21
CCS(=O)(=O)N1CC2(CN(Cc3cccnc3)[C@H](CO)c3c2c2ccc(OC)cc2n3C)C1 | 9
Cc1c(C(=O)N2CCCCCC2)nnn1-c1nonc1N | -20
CN1CCN(c2ccc(S(=O)(=O)N3CCCCC3)cc2NC(=O)Cc2ccc(Cl)cc2)CC1 | -16
CCCCn1c2c(c(=N)c3c1CCC3)CCC2 | -12
O=C(NCC1CCCO1)C1CCC(=O)N1Cc1ccccc1Cl (configuration not stated) | 21
COc1ccc(C)cc1NC(=O)c1cnc2n(c1=O)CCS2 | 1
Cc1ccccc1Nc1nc(N)nc(COC(=O)c2ccc(S(=O)(=O)N(C)C)cc2)n1 | 16
O=C(COc1ccccc1)Nc1sc2c(c1C(=O)NCc1cccnc1)CCCC2 | 92*
CC(Sc1nc(-c2ccc(F)cc2)cs1)C(=O)Nc1ccc(Cl)cn1 (configuration not stated) | -7
Cc1cc(=O)oc2cc(OCC(=O)N3c4ccccc4CC3C)ccc12 (configuration not stated) | 4
Continued.
SMILES | GSIS activator
O=C(CSc1nc2ccccc2c(=O)[nH]1)c1cccs1 | -3
CCn1c(SCc2cccnc2)nc2c1c(=O)n(C)c(=O)n2C | 0
Cc1ccccc1C(=O)NC(=S)Nc1ccccc1C(F)(F)F | -12
O=C(NCCC1=CCCCC1)C(=O)NCc1ccccc1Cl | 11
O=Cc1cn(-c2ccc(F)cc2)c2ccccc12 | 13
COc1ccccc1NC(=O)N1CC(=O)N2[C@H](C1)[C@H](c1ccc(C#CCC(C)C)cc1)[C@@H]2CO | 5
COc1ccc2c3c(n(C)c2c1)[C@@H](CO)N(Cc1ccncc1)CC31CCN(C(=O)C2CC2)CC1 | -10
CCC(=O)N1CC2(C1)[C@H](c1ccc(-c3ccccc3)cc1)[C@H](CO)N2C(C)=O | -3
COc1cc(N(C)C)c([N+](=O)[O-])cc1C(=O)NC(C)CNc1ccc([N+](=O)[O-])cc1Cl (configuration not stated) | -4
O=C(CN1C(=O)NC2(CCCC2)C1=O)Nc1ccccc1F | -8
CCC(=O)Nc1cccc(-n2nnnc2SCC(=O)NCc2ccco2)c1 | 0
CCc1cccc(C)c1NC(=O)COC(=O)c1c2c(nc3ccccc13)/C(=C\c1cccs1)CCC2 | -27
O=C(CSc1nc2ccccc2[nH]1)NCc1ccc2c(c1)OCO2 | 8
COc1cccc(N(CC(=O)Nc2cccc(F)c2)S(C)(=O)=O)c1 | -11
O=C(NCCN1CCc2ccccc2C1)C1CC(=O)N(C2CCCC2)C1 (configuration not stated) | 19
C[C@H](CO)N1C[C@H](C)[C@@H](CN(C)S(=O)(=O)c2cccs2)Oc2c(NC(=O)Cn3cnnn3)cccc2C1=O | 7
O=C(COC(=O)CNS(=O)(=O)c1ccccc1)Nc1ccc(Cl)cn1 | -40
C[C@H](CO)N1C[C@H](C)[C@@H](CN(C)C(=O)NC2CCCCC2)Oc2c(NC(=O)Cn3cnnn3)cccc2C1=O | 26
COc1ccc2c3c(n(C)c2c1)[C@@H](CO)N(C(=O)CN1CCOCC1)CC31CCN(C)CC1 | 29
CCOC(=O)CNC(=S)N(Cc1ccc(C)cc1)Cc1ccc(C)o1 | -31
CC(=O)N(Cc1cc2cc(C)c(C)cc2n2nnnc12)CC1COCCO1 (configuration not stated) | 63*
CCCNC(=O)N1CC(=O)N2[C@H](C1)[C@@H](c1ccc(-c3ccccc3)cc1)[C@@H]2CO | 17
COC(=O)C(C)Sc1nnc(SC(C)C(=O)OC)s1 (configuration not stated) | -14
CCOC(=O)C1(O)CSc2nc3sc(C(=O)O)c(C)c3c(=O)n21 (configuration not stated) | -29
C[C@@H]1CCCCO[C@H](CN(C)C(=O)NC2CCCCC2)[C@@H](C)CN([C@H](C)CO)C(=O)c2cc(NS(=O)(=O)c3cn(C)cn3)ccc2O1 | 12

A second format for 23 compounds above.
Molecule	GSIS activator
COc1ccc2c3c(n(C)c2c1)[C@@H](CO)N(Cc1ccccc1F)CC31CCN(C(C)=O)CC1	0
Cc1cccc(NS(=O)(=O)c2cc(C(=O)N3CCN(C)CC3)ccc2C)c1	-10
O=C(NCCO)c1cccc2c1C(=O)c1ccccc1-2	8
CCCCCCSc1nc(O)c(C2OC(=O)c3c2ccc(OC)c3OC)c(=O)n1-c1ccccc1 (configuration not stated)	-41
Cc1nnc2n1NC(c1ccc(Cl)cc1)C(C(=O)N1CCC(C)CC1)S2 (configuration not stated)	14
COc1ccc(-c2csc(N3CCC(C(N)=O)(N4CCCCC4)CC3)n2)cc1	-15
C[C@@H]1CN([C@H](C)CO)C(=O)Cc2cc(NC(=O)Nc3ccccc3)ccc2O[C@@H]1CN(C)CC1CC1	-3
CC1CC(C)CN(c2nc(NCc3ccco3)nc(N)c2[N+](=O)[O-])C1 (configuration not stated)	-37
COc1cccc(NC(=O)CCc2nc(-c3ccccc3F)no2)c1	-9
O=C1NC2C(NC(=O)N2C2CCCCC2)N1C1CCCCC1 (configuration not stated)	2
O=C(NCN1C(=O)C2C3C=CC(C3)C2C1=O)Nc1cccnc1 (configuration not stated)	23
Cc1ccccc1NC(=O)/C(=C/c1ccccc1)c1ccccc1	14
Cc1cccc(C(=O)Nc2cccc(OC(=O)c3cccc(C)c3)c2)c1	-1
NC1=NS(=O)(=O)NC1c1cccc(Cl)c1 (configuration not stated)	6
CCOC(=O)c1sc(=S)sc1SCc1cccc(C(F)(F)F)c1	-2
COc1ccc(/C=N/NC(=O)c2ccc3c(c2)OCCO3)cc1[N+](=O)[O-]	9
Cc1ccc(/C=N/NC(=O)C2CC(=O)N(c3ccccc3)C2)s1 (configuration not stated)	10
CC(C)CC#Cc1ccc([C@@H]2[C@@H](CO)N3C(=O)CN(C(=O)NC(C)C)C[C@H]23)cc1	-3
CCOc1cc(/C=C(\C#N)c2nc(-c3cccs3)c(NC(C)=O)s2)ccc1O	-31
CC(C)C#Cc1ccc([C@H]2[C@@H](CO)N3C(=O)CN(C(=O)Cc4cccnc4)C[C@@H]23)cc1	-2
CC1(C)Cc2c(sc3nc4n(c(=O)c23)CCC4)CO1	4
Cc1cc(C)cc(OCC(=O)NNC(=O)CCC(=O)NCc2ccccc2)c1	2
COC(=O)c1cccc(NC(=S)Nc2cccc(Cl)c2Cl)c1	-1

Later entries
SMILES | GSIS activator
COc1ccc(CN2CC3(CCN(C(=O)Nc4cccc(F)c4)CC3)c3c([nH]c4cc(OC)ccc34)[C@@H]2CO)cc1 | 13
Cc1ccnc(NS(=O)(=O)c2ccc(NC(=O)c3cncc(Br)c3)cc2)n1 | 0
COc1ccc2c3c(n(C)c2c1)[C@H](CO)N(C(C)=O)CC31CCN(Cc2cncnc2)CC1 | 1
CSc1ccccc1NC(=O)c1ccc(Cl)s1 | 4
COc1ccc(CN2CCCCN3[C@H](C2)[C@H](c2ccc(-c4ccc(OC)cc4)cc2)[C@@H]3CO)cc1 | -10
COc1ccccc1CNC(=O)COC(=O)c1cc(-c2ccco2)nc2ccccc12 | 26
COc1cccc(Cn2c(NCc3ccccn3)nc3c2c(=O)n(C)c(=O)n3C)c1 | 10
Cc1cccnc1NC(=O)Cn1nc(-c2ccccc2)oc1=S | 25
Cc1ccc(C(=O)N/C(N)=N/c2nc3ccccc3o2)cc1 | 21
Cc1ccc(-c2cc(C(=O)OCC(=O)Nc3ncc(C(F)(F)F)cc3Cl)c3ccccc3n2)cc1 | 5
COc1ccc(CCNC(=O)CCSc2nc(-c3ccco3)cc(C(F)(F)F)n2)cc1 | -25
COc1ccc(NC(=O)c2ccc3c(c2)C(=O)N(Cc2cccnc2)C3=O)cc1 | 29
O=C(Nc1ccccc1F)N1CC(=O)N2[C@@H](CO)[C@H](c3ccc(-c4ccc(F)cc4)cc3)[C@@H]2C1 | -15
N=c1n(CC(=O)c2ccc([N+](=O)[O-])cc2)c2ccccc2n1Cc1ccc(Cl)cc1 | 13
COC(=O)c1ccc(NC(=O)CN2CCOCC2)cc1 | -1
COC(=O)c1c(C)[nH]c(C(=O)/C=C/c2cccc(Cl)c2)c1C | -3
CC(=O)CC(=O)Nc1ccn(-c2ccccc2)n1 | 13
CCOC(=O)c1cc(CNC(=O)c2c(C)oc3c2CCCC3)c(C)o1 | -13
Cc1noc(C)c1S(=O)(=O)Nc1ccc2c(c1)C(=O)N([C@H](C)CO)C[C@H](C)[C@@H](CN(C)S(=O)(=O)c1c(C)noc1C)O2 | 10
COC(=O)[C@H](CCSC)NC(=O)N1CCC(C)CC1 | -13
COc1ccc2c3c([nH]c2c1)[C@H](CO)N(C(=O)Nc1ccc(F)cc1)CC31CN(S(=O)(=O)c2cccs2)C1 | -13
O=[N+]([O-])c1ccc(N2CCN(CCO)CC2)cc1Sc1nc2ccccc2[nH]1 | 7
CCSc1nn2c(=O)c3ccccc3nc2s1 | 28
CCOc1ccccc1-n1c(CN2CCN(C(=O)c3ccco3)CC2)nc2ccccc2c1=O | -2
CCCCOC(=O)C1CN(c2ccccc2)N=C1C(=O)OCC (configuration not stated) | -16
The results go on.
SMILES | GSIS activator
O=C1CC(c2ccccc2Cl)CC(O)=C1C=Nc1ccccc1 (configuration not stated) | 23
Cc1cc2nc(-c3cccc(NC(=O)c4ccc(Br)o4)c3)oc2cc1C | 12
COc1ccc(CN2CC3(CCN(S(=O)(=O)c4ccc(C)cc4)CC3)c3c([nH]c4cc(OC)ccc34)[C@@H]2CO)cc1 | -43
O=C(NC1CCc2ccccc21)C1CCN(S(=O)(=O)c2ccc(Cl)cc2)CC1 (configuration not stated) | -26
CC(=O)NC(CC(C)C)C(=O)NC(=O)NCc1ccccc1 (configuration not stated) | 7
COc1ccc(N2CCN(Cc3cc(=O)oc4ccc(C)cc34)CC2)cc1 | -6
CC(=O)Nc1ccc(NC(=O)Cn2cc3c(n2)CCC(C)C3)cc1 (configuration not stated) | -5
COc1ccc(NS(=O)(=O)c2cc(NC(=O)/C=C/c3cc(OC)ccc3OC)ccc2N2CCCCC2)cc1 | -17
COc1ccc2c3c(n(C)c2c1)[C@@H](CO)N(C(C)=O)CC31CN(C(=O)NC(C)C)C1 | 22
COc1ccc(-c2ccc(-c3noc(-c4ccc(OC)c(OC)c4)n3)c(OC)n2)cc1 | 39
CCOC(=O)C1=C(O)/C(=C/c2ccccn2)SC1=Nc1ccc(Cl)cc1 | 12
C=C(C)Cn1c(SCC)nc2ccccc2c1=O | 4

Assay outcomes (PubChem)

This is a subset. The share of hits here may be higher or lower than overall.
